# Compound activity as filed in PubChem.
# Growth percent in the NCI-60 one-dose screen (48 h, 10 µM unless noted): 100 = growth as untreated, 0 = no growth, -100 = all killed.
# NCI-H522: NCI-H522 lung cancer | AID 1794739 | actives 8% (n = 78,000)
# COLO 205: COLO 205 colon cancer; actives 7.3% (n = 79,000)
# IGROV1: IGROV1 ovarian cancer; AID 1794786; actives 4.7% (n = 79,000)
# NCI-H226: NCI-H226 lung cancer. actives 3.5% (n = 79,000). AID 1794732
# NCI-H23: NCI-H23 lung cancer. actives 4% (n = 80,000)
# NCI/ADR-RES: NCI/ADR-RES ovarian cells. AID 1794790. actives 4.4% (n = 81,000)
# NCI-H322M: NCI-H322M lung cancer; AID 1794733; actives 2.7% (n = 80,000)
# NCI-H460: NCI-H460 lung cancer; actives 6.8% (n = 82,000); AID 1794736
# SK-OV-3: SK-OV-3 ovarian cancer cells. actives 3.2% (n = 80,000)
# * = called active by the depositor; / = not tested or not shown; & = joins results of further samples. The calls were made as follows: active = growth percent below 10; inactive = the rest.
entry	Molecule	NCI-H522	IGROV1	NCI-H322M	NCI-H226	NCI/ADR-RES
1	COc1cc(C2Nc3c(ccc4ccccc34)-n3c(C)cc(=O)n32)cc(OC)c1OC (centres undefined)	88	107	95	95	104
2	CCCCC1CCc2cccc3c(SCC(=O)N(C)c4ccc(Br)cc4)cc[n+]1c23 (centres undefined)	106	119	106	/	106
3	CC(C)(O)Cc1ccccc1	117&85	127	130&92	99&93	109&97
4	O=[N+]([O-])c1ccc(N2CCCC2)cc1	88	100	95	97	102
5	COc1ccc(/C=C2\Oc3cc(OCCCN4CCCC4)ccc3C2=O)cc1OC	89	87	83	/	90
6	O=C1/C(=C/N2N=C(c3ccc(Cl)cc3)CC2c2ccccc2O)SC(=S)N1c1cccc(C(F)(F)F)c1 (centres undefined)	30	44	71	63	56
7	COc1ccc(-c2nc(N=Nc3c(O)[nH]c4ccc(Cl)cc34)nc(N3CCOCC3)c2C#N)cc1	92	94	94	104	97
8	NC(=O)c1cc2ccccc2s1	81	94	88	98	103
9	C[N+]1(C)CCC(c2ccccc2)(c2ccccc2)C(=O)C1Cc1ccccc1 (centres undefined)	81	82	94	93	99
10	Cc1cc(C)c2c(N)c(-c3nc4cc(Cl)ccc4o3)sc2n1	105	97	114	77	97
11	Nc1[nH]c(=O)[nH]c(=O)c1N=O	107&113	110&128	94&112&120	108&104&108	106&109
12	CC(O)(CC(=O)O)CC(=O)O	84&96	111&114	105&103	101&99	106&106

entry	NCI-H460	SK-OV-3	COLO 205	NCI-H23
1	104	105	107	102
2	117	/	110	104
3	110&110	98&102	106&119	110&102
4	108	97	105	94
5	90	/	90	88
6	45	74	71	54
7	113	100	107	97
8	102	113	/	94
9	111	101	94	92
10	99	97	101	89
11	115&104&101	104&113&104	112&118&103	105&103
12	104&115	93&109	102&114	100

# Next part.
entry	Molecule	NCI-H522	IGROV1	NCI-H322M	NCI-H226	NCI/ADR-RES
13	C#CCC1(c2ccco2)NS(=O)(=O)c2ccccc21 (centres undefined)	87	100	96	106	109
14	C[C@@H]1CN(c2ccc3ncc(C#Cc4cncc(C(=O)Nc5ccc(CN6CCN(C)CC6)c(C(F)(F)F)c5)c4)n3n2)C[C@H](C)O1	-79*	-5.7*	-19*	-49*	-8.6*
15	CCC(C)(C)NC(N)=O	101	104	85	99	99
16	Cc1sc2c(c1C)c(=O)nc1c(-c3nc(-c4ccccc4)no3)n[nH]n12	102	105	106	116	124
17	COc1ccc(Nc2cc(Cl)ccc2C(=O)O)cn1	100	115	128	103	109
18	OCCC(N1CCOCC1)C(O)(c1ccccc1)c1ccccc1 (centres undefined)	103	107&100	102&95	105&86	114&104
19	COc1cc(OC)cc(-c2ccc(C(=N)N)nc2)c1	96	90	95	88	103
20	Cc1ccc(-c2nc3cc4nc5ccccc5[nH]c4cc3n2)o1	92	93	105	89	99
21	c1ccc(C(c2nc3ncncc3[nH]2)N2CSc3nc4ncncc4n3C2)cc1 (centres undefined)	40	78	64	56	44
22	O=C(O)COc1ccc(F)cc1[N+](=O)[O-]	102	112	105	100	108
23	O=C(Nc1ccc(NC(=O)c2cc(S(=O)(=O)NCCc3c[nH]c4ccccc34)c(O)c(O)c2O)cc1)c1cc(S(=O)(=O)NCCc2c[nH]c3ccccc23)c(O)c(O)c1O	91	85	98	104	101
24	Cc1cn(-c2cc(NC(=O)c3cncc(C#Cc4cnc5ccc(O[C@@H]6CCOC6)nn45)c3)cc(C(F)(F)F)c2)cn1	-69*	-9.4*	-13*	-16*	40

entry	NCI-H460	SK-OV-3	COLO 205	NCI-H23
13	111	88	99	96
14	-78*	-77*	-77*	/
15	105	103	108	96
16	106	127	113	/
17	113	97	103	102
18	107&100	126&103	113&108	111&107
19	100	/	113	104
20	98	97	110	85
21	84	23	62	55
22	101	110	104	101
23	100	92	116	100
24	-77*	-22*	-85*	-47*

# More entries follow:
entry	Molecule	NCI-H522	IGROV1	NCI-H322M	NCI-H226	NCI/ADR-RES
25	N#CCC(=O)NC(=S)Nc1ccc(S(=O)(=O)Nc2ccc(Cl)nn2)cc1	85	108	102	/	102
26	CC(=O)Nc1ccc(Oc2ccccc2)cc1	92	91	91	88	97
27	N#C/C(=C\c1cccs1)c1cc2ccccc2[nH]1	84	90	87	88	88
28	CCOC(=O)C1=C(C)C(Br)=N/C1=C\c1[nH]c(C)c(C(=O)OCC)c1C	90	104	100	85	108
29	COc1cccc(N2CCN(C(=O)c3cc4ccccc4nc3Nc3cc(OC)c(OC)c(OC)c3)CC2)c1	87	99	90	81	87
30	OCCCCCOCc1ccccc1	96	110	100	100	106
31	CC1CCc2c(sc3nc(/C(C#N)=C/c4cn(-c5ccccc5)nc4-c4ccc5c(c4)OCCO5)[nH]c(=O)c23)C1 (centres undefined)	58	76	81	98	66
32	CCCCCCCCCCCCCCn1cc(C2=C(c3coc4ccc(OC)cc34)C(=O)N(O)C2=O)c2ccccc21	84	89	96	/	100
33	COC(=O)c1nc(-c2ccccc2)oc1Sc1ccc(C)cc1	81	99	98	107	97
34	CCCCCCCC/C=C\CCCCCCCCCCCC(=O)O	78	61	118	104	118
35	CC(=O)C1=NCC(=O)N(c2ccc(Cl)cc2)N1	96	102	103	100	103
36	O=Cc1cc2c(cc1Br)OCO2	87	100	99	102	103

entry	NCI-H460	SK-OV-3	COLO 205	NCI-H23
25	104	/	/	97
26	107	112	113	101
27	86	93	101	76
28	108	87	113	94
29	98	102	93	97
30	100	95	108	107
31	29	103	109	48
32	100	/	/	89
33	111	93	109	95
34	128	118	113	110
35	104	109	105	100
36	110	104	108	99

# Next compounds follow:
entry	Molecule	NCI-H522	IGROV1	NCI-H322M	NCI-H226	NCI/ADR-RES
37	CCOC(=O)c1cc(Cl)nc2ccc(OC)cc12	104	103	105	87	100
38	Cc1ccc(COc2nc(C)cc(C)c2C#N)cc1	82	71	86	84	97
39	CN(C)c1cccc(C(=O)O)c1	96	109	105	94	105
40	O=C(Oc1ccc(-c2ccccc2)cc1)c1ccco1	96	115	109	102	100
41	CCCSc1oc(-c2ccccc2)nc1S(=O)(=O)c1ccc(C)cc1	78	100	102	85	83
42	Cc1cc(N2CCN(CC(=O)Nc3ccc4c(ccn4Cc4ccccc4)c3)CC2)nc(N2CCC(C)CC2)n1	74	72	88	81	63
43	CC(=O)N1CCc2ccc(N)cc21	/	122	118	119	87
44	O=[N+]([O-])c1ccccc1N1CCCCC1	101	103	97	94	100
45	O=S(=O)(O)c1cc(O)c2c(O)c(N=Nc3ccccc3)c(S(=O)(=O)O)cc2c1	91	102	107	109	92
46	C=C1CCC2C3(C)COC(c4ccc(Cl)cc4)OC3CCC2(C)C1/C=C/C1=CCOC1=O (centres undefined)	62	84	95	68	36
47	Cc1nc2sc(C(=O)Nc3ccccc3Cl)c(N)c2cc1C(C)O (centres undefined)	74	93	91	93	72
48	Cc1cc(=O)oc2ccc3ccccc3c12	80	116	93	94	103

entry	NCI-H460	SK-OV-3	COLO 205	NCI-H23
37	99	104	111	98
38	99	88	108	80
39	106	106	105	101
40	106	105	108	96
41	97	90	121	89
42	79	/	90	80
43	111	101	112	102
44	109	89	109	100
45	98	108	106	101
46	29	79	84	38
47	99	79	60	94
48	111	93	112	108

# (continued)
entry	Molecule	NCI-H522	IGROV1	NCI-H322M	NCI-H226	NCI/ADR-RES
49	CSCCC(NS(=O)(=O)Cc1ccccc1)C(=O)NNc1ccccc1 (centres undefined)	50	81&86	83&89	87&96	77&80
50	CC(C)OC(CCC#N)c1ccccc1 (centres undefined)	89	121	106	99	116
51	O=C(NCCNc1nccc(Nc2ccc(S(=O)(=O)Nc3ccccn3)cc2)n1)c1cccc([N+](=O)[O-])c1	82	106	106	99	104
52	COC(=O)C1C(O)CON(c2ccccc2)C1c1ccccc1 (centres undefined)	99	101	99	100	100
53	COC(=O)[C@H](CSC)N(C)C(=O)[C@@H]1CSSC[C@@H](NC(=O)c2nc3ccccc3cc2O)C(=O)NCC(=O)N1C	46	96	100	87	104
54	CCOC(=O)c1c(N)sc2cc(O)ccc12	80	97	91	110	100
55	OCCCNc1nccc(NCCCNc2ccnc3cc(Cl)ccc23)n1	94	97	87	98	102
56	NS(=O)(=O)c1ccc(-n2ncc3c2ncn2c(Nc4ccccc4)nnc32)cc1	/	93	126	107	101
57	O=C(O)c1cc(O)[nH]c(=O)c1	90	/	86	93	95
58	O=C(Nc1cncnc1Oc1cccc(C(F)(F)F)c1)c1ccc(F)cc1	106	107	113	104	113
59	CC(C)(C)C1CCC(N)CC1 (centres undefined)	100	108	95	98	105
60	CC(=O)OC(C(=O)O)c1ccccc1 (centres undefined)	107	/	/	110	108

entry	NCI-H460	SK-OV-3	COLO 205	NCI-H23
49	96&103	99&98	120&106	102&99
50	109	110	112	96
51	104	100	110	97
52	108	114	117	107
53	59	92	16	85
54	112	111	112	95
55	100	85	89	100
56	119	108	126	98
57	107	100	107	101
58	106	99	108	101
59	105	103	104	107
60	/	117	118	111

# The results go on:
entry	Molecule	NCI-H522	IGROV1	NCI-H322M	NCI-H226	NCI/ADR-RES
61	Cc1c(C(=O)NNC(=O)Nc2ccc(Cl)cc2)nnn1-c1ccc([N+](=O)[O-])cc1	95	108	103	107	101
62	COc1cc(/C=C\c2cccnc2Nc2ccccc2)cc(OC)c1OC	42	52	67	69	48
63	COC(=O)N1CCCCC1	93	104	94	97	110
64	CCSc1nnc(-c2c(C)nc3ccc(C)cn23)o1	95	57	89	102	105
65	O=C(Nc1ccc(Oc2cccc(Cl)c2)c(Cl)c1)c1cccnc1	27	42	47	54	12
66	N#CC1(Nc2ccc(-c3ccc(Cl)cc3)cc2)CCCC1	100	115	119	118	99
67	CCOC(=O)C(NC(C)=O)C(=O)c1ccccc1 (centres undefined)	89	104	97	96	98
68	COC(=O)Nc1ccc(-c2nc(-c3cccc(OCCN4CCOCC4)c3)c(-c3ccnc(Br)c3)[nH]2)cc1	72	88	85	71	79
69	Cc1ccc(-c2nnc(SCc3ccc(O)c4ncccc34)o2)cc1	27	14	26	45	11
70	CN=c1scc(-c2ccc(OC)cc2)n1NC(=O)Cn1nc(-c2ccccc2)ccc1=O	102	116	109	114	112
71	COc1ccc(Cc2cnc(NC(=O)c3ccc4c(c3)OCCO4)s2)cc1	-2.7*	20	41	1.9*	-1.2*
72	Cc1cc(C)c(N=Nc2no[n+]([O-])c2C#N)c(C)c1	79	94	102	89	96

entry	NCI-H460	SK-OV-3	COLO 205	NCI-H23
61	104	87	108	105
62	28	72	47	65
63	108	113	110	101
64	94	/	93	92
65	22	34	15	48
66	112	108	123	95
67	101	107	/	97
68	87	100	88	72
69	2.8*	14	88	28
70	107	110	113	102
71	6.3*	33	-6.3*	19
72	102	102	109	92
